HTRA1 inh: HTRA1 serine protease inhibitors, primary screen, biochemical, fluorescence polarization, HTS; recombinant HTRA1, FP-rhodamine activity-based probe; inhibition, % at 5.96 µM; 340,000 tested, 0.5% active; in the data active = inhibition above about 36%;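 note: 0% = enzyme with DMSO and 100% = wells lacking enzyme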
Target sequence (Q92743 whole entry, looked up): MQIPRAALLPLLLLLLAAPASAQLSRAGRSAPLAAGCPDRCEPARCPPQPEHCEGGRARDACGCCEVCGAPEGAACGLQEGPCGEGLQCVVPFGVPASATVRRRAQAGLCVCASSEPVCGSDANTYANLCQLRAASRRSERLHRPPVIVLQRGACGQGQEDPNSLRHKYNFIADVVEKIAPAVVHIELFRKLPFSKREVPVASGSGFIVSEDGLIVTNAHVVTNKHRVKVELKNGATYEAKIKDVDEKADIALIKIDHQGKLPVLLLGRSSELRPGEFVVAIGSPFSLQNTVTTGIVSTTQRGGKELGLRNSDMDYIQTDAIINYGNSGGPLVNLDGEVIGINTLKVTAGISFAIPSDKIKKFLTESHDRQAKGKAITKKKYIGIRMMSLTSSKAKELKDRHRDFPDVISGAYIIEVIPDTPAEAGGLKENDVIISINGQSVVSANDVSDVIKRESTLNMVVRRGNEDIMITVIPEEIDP
NR1D1 modulator: modulators of Rev-erb alpha DNA binding, primary screen, biochemical, FITC-DNA, fluorescence polarization, uHTS; 370,000 tested, 0.79% active; Rev-erbα–FITC-DNA binding, 90 min; activity, % at 10 µM; Nuclear receptor subfamily 1 group D member 1 (Homo sapiens), P20393;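 active = activity above about 14%, limit read from the data; passing the limit was not always enough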;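 note: 0% = DMSO wells with 35 nM protein and 100% = DMSO wells with 750 nM protein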
rCAG RNA binder: binders of r(CAG) RNA repeats, primary screen, biochemical, fluorescence; 370,000 tested, 1.3% active; r(CAG) RNA repeat, TO-PRO-1 dye displacement fluorescence; inhibition, % at 3 µM; AID 651821, 2012;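 active = inhibition above the plate cutoff, the mean of all test compounds on that plate plus 3 SD, cut at about 35% in these data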;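 note: 0% = DMSO alone and 100% = 100 µM mitoxantrone as full dye displacement; higher means more dye released from RNA so lower well fluorescence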
SMARCA2 activ: SMARCA2 (BRM) function activators, primary screen, cell-based, luminescence, high throughput; MG213 cells, MMTV-luciferase reporter, dexamethasone, overnight; activation, % at 9.1 µM; 370,000 tested, 1% active; AID 652017, 2013; in the data active = activation above about 7.8%;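 note: 0% = vehicle wells and 100% = reference activator wells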
NPR1 activator: GC-A stimulated cGMP production enhancers – HEK293 GC-A cells, cGMP TR-FRET, EC30 ANP, primary screen; activation, % at 10 µM; 0% at EC30 ANP, 100% saturating ANP; 370,000 tested, 0.14% active; Atrial natriuretic peptide receptor 1 (Homo sapiens), P16066; in the data active = activation above about 40%
ASAP1 inh: inhibitors of human ASAP1 ArfGAP activity, primary screen, biochemical, fluorescence polarization | Arf-GAP with SH3 domain, ANK repeat and PH domain-containing protein 1 (Homo sapiens), … | ASAP1-stimulated ARF1 GTP hydrolysis, GDP FP detection | inhibition, % at 16.5 µM | 360,000 tested, 0.19% active; in the data active = inhibition above about 25%;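 note: 0% = vehicle with enzyme and substrate and 100% = no enzyme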
PG9 binder: binders of HIV-1 gp120 antibody PG9, primary screen, biochemical, TR-FRET; HIV-1 gp120 / PG9 antibody interaction; AID 624416, 2012; inhibition, % at 6.7 µM; TR-FRET gp120-PG9 antibody binding; 360,000 tested, 0.43% active; in the data active = inhibition above about 8.5%
mABHD4 FP: ABHD4 inhibitors, primary screen, biochemical, fluorescence polarization, mouse | purified mABHD4, FP-Rh probe fluorescence polarization | inhibition, % at 8.92 µM | 370,000 tested, 0.54% active | AID 720543, 2013;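 active = inhibition exceeding the mean over every tested compound plus 3 SD, cut at about 30% in these data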;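 note: 0% = plate median of compound wells and 100% = S159A mutant with DMSO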
Target sequence (Q8VD66 whole entry, looked up): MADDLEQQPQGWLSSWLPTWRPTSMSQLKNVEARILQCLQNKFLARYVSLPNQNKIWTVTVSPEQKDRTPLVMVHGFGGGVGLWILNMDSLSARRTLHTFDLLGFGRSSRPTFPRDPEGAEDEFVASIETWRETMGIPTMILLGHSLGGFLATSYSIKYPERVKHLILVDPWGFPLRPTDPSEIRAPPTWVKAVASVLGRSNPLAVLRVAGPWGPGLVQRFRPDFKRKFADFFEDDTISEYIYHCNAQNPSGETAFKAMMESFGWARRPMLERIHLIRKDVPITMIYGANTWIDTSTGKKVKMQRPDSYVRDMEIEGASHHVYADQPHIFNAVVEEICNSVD
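Doses – 8.92 µM, single dose · Material – wild-type mouse ABHD4 protein · Replication – single well per compound (singlicate) · Measure – percent inhibition of probe binding, normalized to plate controls · Schedule – 45 min compound pre-incubation plus 60 min probe step, 25 °C · Detection – fluorescence polarization with parallel and perpendicular emission, 525/598 nm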
GC-B act: human GC-B receptor activators, primary screen, HEK293 GC-B cells, cGMP TR-FRET, EC30 CNP | 0% at EC30 CNP, 100% saturating CNP | activation, % at 10 µM | 370,000 tested, 0.11% active | Atrial natriuretic peptide receptor 2 (Homo sapiens), P20594;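 active = activation at 10 µM reaching about 35% in either raw or pattern-adjusted values, limit read from the data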
ARFGAP1 inhibitor: inhibitors of rat ARFGAP1 GAP activity, primary screen, biochemical, fluorescence polarization, GDP tracer; ADP-ribosylation factor GTPase-activating protein 1 (Rattus norvegicus), Q62848; Arfgap1-stimulated ARF1 GTP hydrolysis, GDP FP detection; inhibition, % at 16.5 µM; 360,000 tested, 0.26% active; AID 651572, 2012;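 active = inhibition above a per-plate limit, mean inhibition of low control wells plus 3 SD, cut at about 25% in these data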;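 note: 0% = DMSO wells with enzyme and 100% = wells lacking Arfgap1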
Target sequence (Q62848 1-136 limits assumed): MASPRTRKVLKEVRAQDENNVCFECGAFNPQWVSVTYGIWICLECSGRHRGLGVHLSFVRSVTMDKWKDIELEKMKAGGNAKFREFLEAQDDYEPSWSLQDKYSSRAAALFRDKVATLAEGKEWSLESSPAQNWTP
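Material: truncated rat Arfgap1 GAP domain; Incubation: compound-enzyme preincubation 20 min, reaction 120 min, detection 60 min, 25 °C; Read-out: percent inhibition of Arfgap1-stimulated GTP hydrolysis; Technique: FP, GDP Alexa 633 tracer displaced from anti-GDP antibody, 620/688 nm; Controls: No-Arfgap1 wells (100%) versus DMSO full-reaction wells (0%); Replication: single well per compound.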
The depositor's hits bear a star.

For COc1ccc(NC(=O)NC(C)C2CC3CCC2C3)cc1 (centres undefined) the results were HTRA1 inh 0, NR1D1 modulator -5, rCAG RNA binder -3, SMARCA2 activ 0, NPR1 activator -2, ASAP1 inh 0, PG9 binder 0.8, mABHD4 FP 8, GC-B act -2 and ARFGAP1 inhibitor 4.
Nc1nc(-c2ccccc2)c(N=Nc2cccnc2)s1 was read as HTRA1 inh 11, NR1D1 modulator 9, rCAG RNA binder 13, SMARCA2 activ -1, NPR1 activator -59, ASAP1 inh 9, PG9 binder -0.6, mABHD4 FP 1, GC-B act -22 and ARFGAP1 inhibitor 1.
Cc1ccc(OCC(=O)Nc2ccccc2C(=O)N2CCCCC2)cc1 was read as HTRA1 inh 1, NR1D1 modulator 4, rCAG RNA binder -7, SMARCA2 activ -1, NPR1 activator -1, ASAP1 inh -3, PG9 binder 0.3, mABHD4 FP -1, GC-B act -3 and ARFGAP1 inhibitor -1.
For CC(C)CCNC(=O)CN(Cc1ccccc1Cl)C(=O)CCC(=O)Nc1ccccn1 the results were HTRA1 inh 0, NR1D1 modulator 2, rCAG RNA binder -6, SMARCA2 activ -3, NPR1 activator 1, ASAP1 inh -4, PG9 binder -2.4, mABHD4 FP 2, GC-B act 0 and ARFGAP1 inhibitor -1.
`CN(Cc1cccc(C(F)(F)F)c1)Cc1nc(-c2cnccn2)no1` gave HTRA1 inh 3, NR1D1 modulator 0, rCAG RNA binder -4, SMARCA2 activ -5, NPR1 activator -3, ASAP1 inh -7, PG9 binder -2.6, mABHD4 FP 3, GC-B act 2 and ARFGAP1 inhibitor 2.
Screening O=c1cc(O)sc2ccccc12 returned HTRA1 inh -5, NR1D1 modulator -5, rCAG RNA binder 8, SMARCA2 activ 1, NPR1 activator -2, ASAP1 inh 7, PG9 binder -0.5, mABHD4 FP -16, GC-B act 4 and ARFGAP1 inhibitor -16.
`O=C(CSc1ccccc1)N1CCN(C(=O)c2ccco2)CC1` gave HTRA1 inh -3, NR1D1 modulator -6, rCAG RNA binder -6, SMARCA2 activ 1, NPR1 activator 4, ASAP1 inh 6, PG9 binder 1.3, mABHD4 FP 5, GC-B act -4 and ARFGAP1 inhibitor -2.
`COc1ccc(/C=C/c2cc(C(F)(F)F)on2)cc1` gave HTRA1 inh 1, NR1D1 modulator -1, rCAG RNA binder -4, SMARCA2 activ -1, NPR1 activator 7, ASAP1 inh -2, PG9 binder -0.4, mABHD4 FP -5, GC-B act 0 and ARFGAP1 inhibitor 12.
Screening CCN(CC)c1ccc(NC(=O)C2CCCN(S(=O)(=O)c3cccnc3)C2)c(C)c1 (centres undefined) returned HTRA1 inh 0, NR1D1 modulator -2, rCAG RNA binder 2, SMARCA2 activ 0, NPR1 activator -1, ASAP1 inh 3, PG9 binder -7.1, mABHD4 FP 0, GC-B act -2 and ARFGAP1 inhibitor 10.
For O=C(O)CSc1nnc2c(n1)[nH]c1ccccc12 the results were HTRA1 inh -1, NR1D1 modulator 5, rCAG RNA binder 3, SMARCA2 activ -2, NPR1 activator -2, ASAP1 inh 17, PG9 binder -2.7, mABHD4 FP 5, GC-B act 0 and ARFGAP1 inhibitor 0.
For O=S(=O)(Nc1ccc(S(=O)(=O)Nc2ccccc2)cc1)c1ccccc1 the results were HTRA1 inh -1, NR1D1 modulator 0, rCAG RNA binder 23, SMARCA2 activ 0, NPR1 activator 0, ASAP1 inh 0, PG9 binder 0.1, mABHD4 FP -6, GC-B act 1 and ARFGAP1 inhibitor -3.
Screening CCOC(=O)N1CCN(C(=O)CCCn2nc(C)c3sc4ccccc4c3c2=O)CC1 returned HTRA1 inh -4, NR1D1 modulator 2, rCAG RNA binder -9, SMARCA2 activ 1, NPR1 activator -3, ASAP1 inh -6, PG9 binder -1.2, mABHD4 FP -2, GC-B act 1 and ARFGAP1 inhibitor -11.
For CCCCc1c(-c2ccc(OC)c(OC)c2)ncn1CCc1ccccc1OC the results were NR1D1 modulator 8, rCAG RNA binder 1, SMARCA2 activ -9, NPR1 activator -4, ASAP1 inh 1, PG9 binder 0.0, mABHD4 FP 14, GC-B act -3 and ARFGAP1 inhibitor 10.
`C/C(=N\NC(=O)CCCCCNC(=O)c1ccccc1)c1ccccc1O` gave HTRA1 inh -1, NR1D1 modulator -2, rCAG RNA binder -1, SMARCA2 activ 3, NPR1 activator -3, ASAP1 inh 6, PG9 binder -0.7, mABHD4 FP 9, GC-B act -9 and ARFGAP1 inhibitor -8.
Screening COc1cc(NC(=O)c2cccc3c(-c4cccnc4)coc23)cc(OC)c1OC returned NR1D1 modulator -2, rCAG RNA binder 3, SMARCA2 activ -5, NPR1 activator 5, ASAP1 inh 5, PG9 binder -0.4, mABHD4 FP -7, GC-B act 5 and ARFGAP1 inhibitor 18.
For Cc1ccc2c(C)c(C(=O)NCCN3CCCC(O)C3)oc2c1C (centres undefined) the results were HTRA1 inh 2, NR1D1 modulator 0, rCAG RNA binder -2, SMARCA2 activ 0, NPR1 activator 3, ASAP1 inh 6, PG9 binder -0.1, mABHD4 FP 3, GC-B act 1 and ARFGAP1 inhibitor 15.
`O=C(CSc1nc2ccccc2o1)N1c2ccccc2Sc2ccc(Cl)cc21` gave HTRA1 inh -11, NR1D1 modulator -3, rCAG RNA binder 0, SMARCA2 activ -4, NPR1 activator -17, ASAP1 inh 0, PG9 binder 2.6, mABHD4 FP -8, GC-B act -11 and ARFGAP1 inhibitor 6.
O=C(CCCCCCCC(=O)N1CCCCC1)N1CCCCC1 was read as HTRA1 inh -1, NR1D1 modulator -6, rCAG RNA binder -1, SMARCA2 activ -4, NPR1 activator 0, ASAP1 inh 1, PG9 binder -0.4, mABHD4 FP 3, GC-B act 3 and ARFGAP1 inhibitor 12.
Screening Cc1ccccc1CN1C(=O)CN(S(C)(=O)=O)CC1(C)C(=O)Nc1ccc2c(c1)OCCO2 (centres undefined) returned NR1D1 modulator -1, rCAG RNA binder 4, SMARCA2 activ -6, NPR1 activator -2, ASAP1 inh -15, PG9 binder 0.6, mABHD4 FP 3, GC-B act 8 and ARFGAP1 inhibitor -2.
`O=c1c2cc(Br)ccc2[nH]c(=S)n1Cc1ccccc1` gave HTRA1 inh -20, NR1D1 modulator 39*, rCAG RNA binder 15, SMARCA2 activ -2, NPR1 activator -1, ASAP1 inh -4, PG9 binder 1.9, mABHD4 FP -1, GC-B act 2 and ARFGAP1 inhibitor 12.
Screening Cc1c(C(=O)C(=O)NCc2cccs2)c2ccccc2n1C returned HTRA1 inh -1, NR1D1 modulator -1, rCAG RNA binder 0, SMARCA2 activ -5, NPR1 activator 3, ASAP1 inh -9, PG9 binder -0.3, mABHD4 FP 0, GC-B act 5 and ARFGAP1 inhibitor 9.
Screening C#CCSc1nnnn1-c1ccc(Br)c(C)c1 returned HTRA1 inh 5, NR1D1 modulator 2, rCAG RNA binder -3, SMARCA2 activ -3, NPR1 activator 5, ASAP1 inh -14, PG9 binder 0.7, mABHD4 FP -4, GC-B act 7 and ARFGAP1 inhibitor 5.
For CCc1c(C)n2nc(C)cc2[nH]c1=O the results were HTRA1 inh -2, NR1D1 modulator 0, rCAG RNA binder 2, SMARCA2 activ -2, NPR1 activator 3, ASAP1 inh 4, PG9 binder -0.9, mABHD4 FP 1, GC-B act -3 and ARFGAP1 inhibitor -2.
For O=C(COC(=O)c1ccccn1)NCc1cccs1 the results were HTRA1 inh -3, NR1D1 modulator -4, rCAG RNA binder 4, SMARCA2 activ -1, NPR1 activator 1, ASAP1 inh 4, PG9 binder -0.3, mABHD4 FP 3, GC-B act -3 and ARFGAP1 inhibitor 13.

Sorted by formula weight (ascending): part of the list above.
For COc1ccc(NC(=O)NC(C)C2CC3CCC2C3)cc1 (centres undefined) the results were HTRA1 inh 0, NR1D1 modulator -5, rCAG RNA binder -3, SMARCA2 activ 0, NPR1 activator -2, ASAP1 inh 0, PG9 binder 0.8, mABHD4 FP 8, GC-B act -2 and ARFGAP1 inhibitor 4.
For Cc1ccc2c(C)c(C(=O)NCCN3CCCC(O)C3)oc2c1C (centres undefined) the results were HTRA1 inh 2, NR1D1 modulator 0, rCAG RNA binder -2, SMARCA2 activ 0, NPR1 activator 3, ASAP1 inh 6, PG9 binder -0.1, mABHD4 FP 3, GC-B act 1 and ARFGAP1 inhibitor 15.
`O=c1c2cc(Br)ccc2[nH]c(=S)n1Cc1ccccc1` gave HTRA1 inh -20, NR1D1 modulator 39*, rCAG RNA binder 15, SMARCA2 activ -2, NPR1 activator -1, ASAP1 inh -4, PG9 binder 1.9, mABHD4 FP -1, GC-B act 2 and ARFGAP1 inhibitor 12.

Continued.
For COc1cc(CN2C[C@@H](CO)O[C@@H](n3cnc4c(NCCCO)ncnc43)C2)cc(OC)c1OC the results were NR1D1 modulator -2, rCAG RNA binder 0, SMARCA2 activ 1, NPR1 activator 3, ASAP1 inh 0, PG9 binder 0.4, mABHD4 FP 7, GC-B act -1 and ARFGAP1 inhibitor -3.
For O=C1c2nccnc2C(=O)N1c1ccc(F)cc1 the results were HTRA1 inh 12, NR1D1 modulator -4, rCAG RNA binder 2, SMARCA2 activ 0, NPR1 activator 4, ASAP1 inh -13, PG9 binder 0.2, mABHD4 FP 0, GC-B act 2 and ARFGAP1 inhibitor 0.
Screening CCOC(=O)Nc1ccc(C(N)=O)cc1 returned HTRA1 inh 3, NR1D1 modulator 4, rCAG RNA binder -3, SMARCA2 activ 0, NPR1 activator -1, ASAP1 inh -10, PG9 binder 0.0, mABHD4 FP 5, GC-B act 4 and ARFGAP1 inhibitor 23.
CCOc1ccc2nc(NS(=O)(=O)Cc3ccccc3)sc2c1 was read as HTRA1 inh 0, NR1D1 modulator 1, rCAG RNA binder 44*, SMARCA2 activ 5, NPR1 activator -6, ASAP1 inh -3, PG9 binder 3.5, mABHD4 FP -6, GC-B act 4 and ARFGAP1 inhibitor 6.
Screening CCOC(=O)N1CCN(C(=S)Nc2ccc(C)c(C)c2)CC1 returned HTRA1 inh -5, NR1D1 modulator 1, rCAG RNA binder 0, SMARCA2 activ 1, NPR1 activator 0, ASAP1 inh -4, PG9 binder -4.8, mABHD4 FP 1, GC-B act 5 and ARFGAP1 inhibitor -1.
`Cn1ncc(Cl)c1C(=O)N/N=C/c1ccccn1` gave HTRA1 inh 0, NR1D1 modulator -3, rCAG RNA binder 0, SMARCA2 activ 2, NPR1 activator -1, ASAP1 inh 4, PG9 binder -2.3, mABHD4 FP 1, GC-B act -2 and ARFGAP1 inhibitor 3.
For O=C(NCC1CCCO1)c1ccc(CNS(=O)(=O)c2ccc(F)c(Cl)c2)cc1 (centres undefined) the results were HTRA1 inh -4, NR1D1 modulator -2, rCAG RNA binder -4, SMARCA2 activ 4, NPR1 activator -2, ASAP1 inh -21, PG9 binder 0.3, mABHD4 FP -3, GC-B act -4 and ARFGAP1 inhibitor -2.
